# Screening data as filed in PubChem.
# D1 agonist – Allosteric Agonists of the Human D1 Dopamine Receptor: qHTS; activation, % at 2 µM; actives 1% (n = 360,000); HEK293 T-REx D1 cells, calcium flux, agonist mode; AID 504660, 2011; D(1A) dopamine receptor (Homo sapiens), P21728; in the data active = activation above about 30%; also: 0% is about no effect
# Target sequence (P21728 whole entry, looked up): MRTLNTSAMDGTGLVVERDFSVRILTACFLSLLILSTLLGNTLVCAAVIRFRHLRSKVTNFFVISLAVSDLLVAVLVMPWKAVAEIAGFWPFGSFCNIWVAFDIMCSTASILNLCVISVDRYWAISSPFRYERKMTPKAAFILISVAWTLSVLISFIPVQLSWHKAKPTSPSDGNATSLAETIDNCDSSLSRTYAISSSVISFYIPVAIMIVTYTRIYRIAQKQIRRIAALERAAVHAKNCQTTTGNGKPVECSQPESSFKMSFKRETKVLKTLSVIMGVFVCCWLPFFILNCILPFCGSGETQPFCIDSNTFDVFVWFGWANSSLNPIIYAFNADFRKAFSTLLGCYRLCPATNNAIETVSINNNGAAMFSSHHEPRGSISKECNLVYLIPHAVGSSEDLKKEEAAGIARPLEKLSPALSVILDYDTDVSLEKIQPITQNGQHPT
#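 Inducible HEK293 T-REx D1 cells, force-coupled to calcium signalling, were plated at 4000 cells/well with tetracycline and held overnight at 30 C. After no-wash calcium dye loading, compound-evoked calcium rise over 180 s flagged agonists.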
# D1 antagonist – Antagonist of Human D 1 Dopamine Receptor: qHTS | AID 504652, 2011 | HEK293 TREx D1 cells, calcium flux, dopamine EC80; active compounds read low | D(1A) dopamine receptor (Homo sapiens), P21728 | activity change, negative = inhibition, % at 10 µM | actives 3.2% (n = 360,000); in the data active = activity change below about -30%; also: % is scaled to controls: 0 for no effect and ±100 for the full control effect
#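 Inducible Hek293 Trex D1 cells (tetracycline, overnight, 30 C). Calcium dye 30–90 min RT. Antagonist mode: EC80 dopamine added after 180 s compound read.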
# RXFP1 agonist – qHTS Assay for Agonists of the Relaxin Receptor RXFP1. Relaxin receptor 1 (Homo sapiens), Q9HBX9. HEK293T-RXFP1 cAMP TR-FRET, 30 min; response scale: percent of porcine relaxin response, buffer zero. Potency, µM (series often up to 57.5 µM), without a hit: at the highest dose activation, most hits filed as activators. actives 0.3% (n = 370,000). AID 2676, 2010; also: potency is read from the fitted curve at half-maximal effect; % is scaled to controls: 0 for no effect and ±100 for the full control effect; nearly all actives have a fitted effect of over 60% in size; many of its hits are not listed in these tables
#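 HEK293 cells stably expressing RXFP1, treated 30 min at 37C with compounds plus PDE4 inhibitor Ro 20174; cAMP measured by HTRF TR-FRET. Normalized to buffer and 29 nM porcine relaxin; EC50 by Hill fit.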
# Vif-A3G inh – qHTS for Inhibitors of Vif-A3G Interactions: qHTS; DNA dC->dU-editing enzyme APOBEC-3G (Homo sapiens), Q9HC16; HeLa A3G-eYFP + Vif (tagged APOBEC3G with the HIV-1 protein that degrades it), YFP fluorescence, overnight; Potency, µM (top dose mostly 46.1 µM), for the others: at the highest dose activity, negative = active, most hits filed as inhibitors; actives 0.076% (n = 410,000);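 also: potency is read from the fitted curve at half-maximal effect; % is scaled to controls: 0 for no effect and ±100 for the full control effect; nearly all actives have a fitted effect of over 60% in size; hits raise eYFP signal because A3G escapes Vif-driven loss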
# Target sequence (Q9HC16 whole entry, looked up): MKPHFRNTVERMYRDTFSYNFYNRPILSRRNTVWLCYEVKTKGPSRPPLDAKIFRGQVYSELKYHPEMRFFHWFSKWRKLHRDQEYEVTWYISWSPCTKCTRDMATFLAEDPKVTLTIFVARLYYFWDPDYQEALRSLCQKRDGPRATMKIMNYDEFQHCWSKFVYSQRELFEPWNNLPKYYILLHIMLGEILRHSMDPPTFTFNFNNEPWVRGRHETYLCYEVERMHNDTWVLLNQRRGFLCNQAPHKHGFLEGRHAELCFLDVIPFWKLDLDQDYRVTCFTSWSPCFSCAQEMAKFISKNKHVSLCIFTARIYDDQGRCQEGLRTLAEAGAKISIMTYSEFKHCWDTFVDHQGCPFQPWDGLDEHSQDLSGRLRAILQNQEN
#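 HeLa cells stably expressing Vif and C-terminally eYFP-tagged A3G, seeded overnight at 37 deg C, then exposed to compound by pintool overnight at 37 deg C. Rise in yellow fluorescence (Ex 488/Em 500-530, Acumen) marks blocked Vif-driven A3G degradation.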
# Vif-A3F inh – qHTS for Inhibitors of Vif-A3F Interactions: qHTS; Potency, µM (doses to about 46.1 µM), for the others: top-dose activity, negative = active; actives 0.2% (n = 390,000); HeLa A3F-eYFP + Vif (tagged APOBEC3F with the HIV-1 protein that degrades it), YFP fluorescence increase; also: potency is read from the fitted curve at half-maximal effect; % of control where 0% means no effect; nearly all actives have a fitted effect of over 65% in size
#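 HeLa cells stably expressing Vif plus C-terminally eYFP-tagged A3F were seeded, incubated overnight at 37 deg C, dosed with compound, incubated overnight again at 37 deg C. Yellow fluorescence (Ex 488/Em 500-530) reported blocked Vif-mediated A3F-eYFP degradation.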
# D1 PAM – Potentiators of Human D1 Dopamine Receptor: qHTS; D(1A) dopamine receptor (Homo sapiens), P21728; HEK293 TREx D1 cells, calcium flux, dopamine EC20 potentiation; potentiation, % at 10 µM; actives 0.036% (n = 360,000); AID 504651, 2011; in the data active = potentiation above about 30%; also: 0% is about no effect
# Glioma ERSR ind – qHTS for Inducers of the Endoplasmic Reticulum Stress Response (ERSR) in Human Glioma: qHTS | U87-MG GRP78 promoter luciferase reporter, 16 h | Potency, µM, for inactives: at the top dose activation, actives largely listed as activators | actives 0.02% (n = 420,000) | AID 602332, 2012; also: potency is read from the fitted curve at half-maximal effect; series mostly up to about 76 µM; % of control where 0% means no effect; nearly all actives have a fitted effect of over 35% in size
#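 Stably transfected U87-MG human glioma cells carrying a GRP78-based luminescent sensor were seeded at 1000 cells/well, pin-dosed with compounds and incubated 16 h. Luciferase reagent was then added, and end-point luminescence was read after 10 min at room temperature.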
# D2 potentiator – HTS Assay for Positive Allosteric Modulators of the Human D2 Dopamine Receptor: Primary Screen for Potentiators; D(2) dopamine receptor (Homo sapiens), P14416; HEK293 T-REx D2, calcium flux, EC20 dopamine potentiation; potentiation, % at 10 µM; actives 0.34% (n = 340,000); AID 485347, 2010;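 active = potentiation over 3 SD above the plate norm, cut at about 30% in these data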; also: 0% is about no effect
#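 Tetracycline-induced Hek293 Trex D2 cells, force-coupled to calcium, loaded with no-wash calcium dye. Compound added with 180 s kinetic read for agonism, then EC20 dopamine and a further 180 s read for potentiation.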
# LDHA block – qHTS assay for inhibitors of human lactate dehydrogenase; purified LDHA, NADH/diaphorase-resazurin fluorescence; active compounds read low; actives 0.15% (n = 480,000); activity change, % (values are at about 110 or 230 µM); in the data active = activity change below about -30%; inconclusive = mostly about -25% to -30%;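 also: plate controls were DMSO wells for no effect and wells without enzyme for full effect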
#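 Resorufin fluorescence (ex540/em590), read at 0 and 20 min after diaphorase/resazurin addition, reports the NADH left after a 5 min room-temperature reaction of 2 nM human LDH5 with 0.06 mM NADH and 0.2 mM pyruvate.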
# * = called active by the depositor; ? = inconclusive; / = not tested or not shown; & = joins results of further samples. Unless noted, calls follow the shape of the dose curve; as a rule, active = well fitted curve in the direction sought with a large enough effect; inconclusive = small, poorly fitted or top-dose-only effect, or another doubt; inactive = no such curve, though single readings can be large; an effect the other way counts as inactive or inconclusive.
SMILES,D1 agonist,D1 antagonist,RXFP1 agonist,Vif-A3G inh,Vif-A3F inh,D1 PAM,Glioma ERSR ind,D2 potentiator,LDHA block
COc1cccc2sc(/N=C/N(C)C)nc12,4,-1,2.3%,-2%,9%,1,2%,-6,-9
CC1CCN(S(=O)(=O)N2CCC(C(=O)NCc3ccc(F)cc3Cl)CC2)CC1,/,/,/,0%,-5%,/,-7%,/,-2
O=C(NCc1ccccc1)C1=C[C@H](c2ccc(Br)cc2)C[C@H](OCCCCO)O1,/,/,/,1%,2%,/,0%,/,3
CCOC(=O)c1c(S(=O)(=O)N2CCCC(C(=O)N3CCN(c4cccc(C)c4C)CC3)C2)c(C)n(C)c1C (stereo not given),4,14,2.8%,1%,1%,-1,-2%,8,4
Cn1c(N)c(C(=O)COC(=O)c2ccco2)c(=O)n(C)c1=O,3,-10,6.8%,-1%,10%,-9,-4%,-5,-9
CCOC(=O)CN1C(=O)/C(=C/c2c(F)cccc2Cl)Oc2ccccc21,11,-13,5.6%,-17%,5%,-7,6%,/,3
Cc1nnc(SCC(=O)NC2CCCCC2)n1-c1ccccc1,/,/,/,5%,-5%,/,-4%,/,2
CSc1nc(Nc2ccc(Cl)cc2)c(C#N)c(=O)[nH]1,7,11,1.5%,-17%,1%,1,-3%,3,-6
CCCC[n+]1ccn(-c2nc3ccccc3nc2[N-]S(=O)(=O)c2cccs2)c1,6,15,6.1%,0%,-14%,4,-4%,-9,-7
Cc1nc(NS(=O)(=O)c2ccccc2)sc1NC(=O)Nc1ccccc1,5,-1,2.6%,-1%,?,4,-5%,-11,-16
CC1CC(C)(C)NC(C)c2ccccc21 (stereo not given),2,19,-1.4%,2%,5%,1,-1%,/,-4
S=c1[nH]nc(-c2cnccn2)n1-c1ccccc1,0,-16,0.2%,1%,/,1,-3%,-1,-4
COC(=O)C1=C(C(=O)OC)[C@@H]2Nc3ccccc3[C@@]23C[C@@H](C(=O)OC)N(C(=O)c2cccs2)C3=N1,/,/,/,-2%,2%,/,1%,/,1
COCC(C)OC(=O)C(C#N)c1nc2ccccc2nc1N1CCN(Cc2ccccc2)CC1 (stereo not given),1,-18,0.8%,-8%,-3%,-6,0%,-22,9
O=C1OC(c2cc(Br)c(O)c(Br)c2)c2ccccc21 (stereo not given),/,/,/,-19%,-5%,/,3%,/,-5
COC(=O)c1ccc(COC(=O)CNC(=O)C2CCCCC2)cc1,/,/,/,3%,-10%,/,0%,/,-7
COC(=O)C1(C)NC(c2cccs2)C2C(=O)N(c3ccc(F)cc3)C(=O)C21 (stereo not given),2,1,0.5%,1%,-5%,-8,-1%,-5,-3
Cc1cc(=O)n2c(n1)NC(=NCc1ccccc1)NC2c1ccccc1 (stereo not given),1,-7,0.0%,-1%,-11%,1,0%,0,-10
O=C(Cn1c(CO)nc2ccccc21)NCCc1ccc(F)cc1,-3,8,-2.2%,2%,-3%,2,-1%,-1,-5
CN(Cc1ccco1)C(=O)c1c[nH]c2ccc(S(=O)(=O)Nc3ccc4c(c3)OCCO4)cc2c1=O,2,5,-0.3%,2%,-1%,-2,-1%,4,-3
O=C(Cc1cccc2ccccc12)Nc1ccc(-c2cc3ccccc3oc2=O)cc1,3,-10,11%,-7%,/,1,-3%,1,-3
Cc1ccc(-c2ccc(=O)n(CC(=O)Nc3cccc(C#N)c3)n2)cc1,1,-3,26%,8%,-6%,-1,-2%,0,3
O=C(Oc1cccc(Cl)c1)N1CCOCC1,3,-2,-0.4%,-1%,-4%,-3,0%,8,-5
COc1cccc(S(=O)(=O)N(C)C[C@H]2Oc3ncc(Br)cc3C(=O)N([C@H](C)CO)C[C@H]2C)c1,/,/,/,-3%,0%,/,-1%,/,-1
COC(=O)c1ccc(CNC(=O)c2ccccc2C(=O)NCC2(CBr)OCCO2)cc1,/,/,/,-4%,-1%,/,-2%,/,-1

# Continuation.
SMILES,D1 agonist,D1 antagonist,RXFP1 agonist,Vif-A3G inh,Vif-A3F inh,D1 PAM,Glioma ERSR ind,D2 potentiator,LDHA block
CN(C)c1ccc(C(c2nnnn2C(C)(C)C)N2CCc3ccccc3C2)cc1 (stereo not given),2,8,5.3%,/,/,0,/,1,/
COCCCNC(=O)c1sc2nc(C)c(C(=O)Nc3ccc(Cl)cc3)c(-c3ccc(Br)cc3)c2c1N,7,-2,35µM*,-13%,-10%,-1,-1%,18,-3
Cc1ccccc1N1CCN(c2ncnc3scc(-c4cccs4)c23)CC1,3,14,4.1%,2%,-9%,2,2%,2,-9
CCCn1c(NC(=S)Nc2ccccc2)nc2ccccc21,3,-2,-1.8%,-9%,2%,-7,5%,-2,-5
O=C(NC1(C(F)(F)F)C(=O)Nc2c1c(=O)[nH]c(=O)n2Cc1ccco1)C1CC1 (stereo not given),4,-7,-1.4%,-1%,9%,-6,-2%,6,-5
CCN1C(=O)/C(=C/c2cnn(C)c2C)SC1=S,2,-32*,2.4%,/,/,4,/,3,/
Cc1ccc(Oc2coc3cc(O)ccc3c2=O)cc1,2,1,5.9%,-2%,-10%,-6,6%,3,0
CCC(C)NC(=O)c1ccc(C2SCC(=O)N2Cc2ccccc2)cc1 (stereo not given),1,6,18%,-4%,11%,11,-1%,-8,-11
Cn1cnc(S(=O)(=O)NCc2cccs2)c1,1,-1,-3.5%,2%,1%,-3,-1%,-2,-6
CN(Cc1ccccc1)S(=O)(=O)CCNC(=O)c1ccc2c(c1)OCO2,3,-6,2.0%,1%,5%,-1,-5%,-9,-6
COc1ccc(OC)c(NC(=O)c2cc(S(=O)(=O)NCCc3ccc(Cl)cc3)ccc2F)c1,-2,11,1.2%,2%,2%,-1,-3%,2,-4
COc1ccc(/C=C/c2nc(C#N)c(NC3CCCCC3)o2)cc1OC,0,-8,12%,-7%,0%,3,3%,0,-3&0
COC(=O)c1sccc1NC(=O)CSc1ccc(Cl)cc1,11,-25,2.2%,-1%,-7%,-2,1%,0,-3
CCOC(=O)c1cnc2c(c(C)nn2CC)c1NC1CC1,0,-4,1.0%,0%,0%,1,-3%,-9,-8
CN(CC(=O)Nc1cccc(F)c1)CC(=O)Nc1ccccc1Oc1ccccc1,4,-9,4.9%,1%,-1%,-5,-2%,-1,-19
O=S1(=O)Nc2c(ccc3cccnc23)-c2ccccc21,3,-22,-2.7%,7.1µM*,-1%,8,?,4,21
CCCCCn1nc(C)c(/C=N/NC(=O)c2ccoc2C)c1C,2,0,1.5%,-3%,-1%,-6,5%,-9,0
Cn1c(=O)[nH]c(=O)c2c1nc(N1CCCCCC1)n2CC(=O)c1ccccc1,1,-23,-1.2%,/,/,-3,/,-4,/
COc1ccc(-c2cc(C(F)(F)F)nc(N3CCN(C)CC3)n2)cc1OC,1,0,5.3%,-1%,1%,-5,-4%,-1,5
COc1cc(OC)c(NC(=O)CCNS(=O)(=O)c2ccc3c(c2)oc(=O)n3C)cc1Cl,0&0,8&-4,0.8%&3.9%,-1%&-4%,4%&-4%,3&-2,-2%&-2%,13&-2,0&-1
CSc1cccc(NC(=O)c2ccc(Cl)nc2)c1,6,-29,4.8%,0%,5%,-9,10%,/,2
Cc1sc2c(c1C)c(=O)n(-c1ccc(Cl)cc1)c(=O)n2Cc1c(F)cccc1Cl,-2,-1,-4.7%,2%,4%,1,-1%,-1,-12
CCN(CC)c1ccc(/C=N/NC(=O)CNC(=O)c2ccc3c(c2)OCCO3)cc1,-2,-4,6.6%,-6%,15%,-9,-2%,-19,-4
COc1ccc(C(=O)N2CCN=C2SCc2cccnc2)c(OC)c1,4,-5,-0.5%,2%,1%,/,-4%,-19,-3
CC1=CC(C)(C)N(C(=O)CSc2nnc(N)s2)c2ccccc21,1,-4,0.4%,0%,6%,3,-4%,8,-8

# More compounds:
SMILES,D1 agonist,D1 antagonist,RXFP1 agonist,Vif-A3G inh,Vif-A3F inh,D1 PAM,Glioma ERSR ind,D2 potentiator,LDHA block
CC(C)(C)c1cc(NCc2ccccn2)n2ncc(-c3ccc(Cl)cc3)c2n1,2,15,7.5%,-2%,1%,-4,-1%,2,-5
CCOC(=O)c1ccc(-n2c(CCC(=O)O)ccc2-c2ccccc2)cc1,0&2,-6&-7,1.2%&-2.4%,-1%&0%,0%&2%,-4&1,2%&0%,0,-10&-8
CCOc1nc2ccccc2nc1NS(=O)(=O)c1ccc(Cl)cc1,2,-5,2.6%,2%,-6%,-8,-5%,13,-3
COc1ccc(NS(=O)(=O)c2cn(C)c(=O)n(C)c2=O)cc1,1,8,-1.5%,3%,2%,-2,-6%,1,-1
O=C(CN(c1ccccn1)S(=O)(=O)c1ccc(F)cc1)Nc1ccc(F)cc1F,2,11,0.3%,-1%,-4%,-3,-6%,-2,-1
O=C(OCCCC(=O)N1CCOCC1)c1ccccc1,0,16,0.1%,0%,5%,-5,-4%,-7,-2
Cn1c(COc2ccccc2)nnc1SCC(=O)NC1CCCC1,-1,4,0.4%,-2%,-3%,-5,-2%,-1,-6
Cc1ccc(S(=O)(=O)N2CCCCC2)cc1NC(=O)CSc1nccn1C,1,-1,0.2%,1%,-1%,2,-4%,-4,-8
Cc1cc(C)c2c(=O)[nH]c(SCC(=O)NCCc3ccccc3)nc2n1,-2,-2,-0.9%,1%,1%,-7,-3%,1,-7

# Limited to D2 potentiator and Vif-A3G inh (2 entries from above):
smiles	D2 potentiator	Vif-A3G inh
CCOc1nc2ccccc2nc1NS(=O)(=O)c1ccc(Cl)cc1	13	2%
Cn1c(COc2ccccc2)nnc1SCC(=O)NC1CCCC1	-1	-2%

# A portion of the library; the hit share may differ from the screen's.
